Compound activity from PubChem.
HIV RNase H inh: blocks HIV-1 RNase H cleavage of RNA/DNA duplex. RT-RNase H RNA/DNA duplex cleavage, fluorescence. actives 1.9% (n = 65,000). inhibition, % at 10 µM. P04585; in the data active = inhibition above about 50%
RmlCD inh mix: RmlC/RmlD inhibition, mixture screen. RmlC/RmlD coupled enzyme inhibition, 384-well mixture HTS. actives 0.39% (n = 110,000). inhibition, % at 5.5 µM; in the data active = inhibition above about 30%, passing the limit was not always enough; inconclusive = no clear call, values can overlap the other calls; note: strong numbers were not always called active
Starred values were filed as active, the others as inactive; i = inactive; ? = inconclusive; nt = not tested or not shown; + = active, no number. The list is partial; the hit share may differ from the screen's.

entry	canonical_smiles	HIV RNase H inh	RmlCD inh mix
1	Cc1noc(NS(=O)(=O)c2ccc(N/C=C\C(=O)c3ccc4c(c3)OCO4)cc2)c1C	nt	-6.0
2	O=C(N/N=C\c1ccc(-c2ccc(Cl)c(Cl)c2)o1)C(=O)N1CCCC1	nt	6.2
3	COc1cc(OC)c2ccc(=O)oc2c1C(CC(=O)N1CCCC(C)C1)c1ccc2c(c1)OCO2 (stereo not given)	nt	-5.6
4	Cc1cc(NC(NC(=O)c2ccco2)(C(F)(F)F)C(F)(F)F)no1	-8.1	11.4
5	C#CCNC(=O)C1=C[C@@H](c2csc3ccccc23)[C@H](CCCO)[C@@H](OCC)O1	nt	-1.5
6	Cc1nc(C)n(CC(O)COc2ccc3c(c2)CCC3)n1 (stereo not given)	-7.3	-32.3
7	COc1cc(-c2nnc(SCc3ccccc3Cl)o2)cc(OC)c1OC	-26.2	nt
8	COc1ccc(OC)c2[nH]c(=O)c(CCNC(=O)CC(C)C)cc12	-6.5	6.5
9	COc1ccc(CNC(=O)C2CCCN(c3nc4ccccc4o3)C2)c(OC)c1 (stereo not given)	-5.8	-2.1
10	O=C1NC(c2ccccc2)C(C(=O)c2cccs2)C(O)(C(F)(F)F)N1 (stereo not given)	-7.6	4.4
11	O=C(CSc1nnc(-c2ccc(Cl)cc2)o1)N1CCN(c2ccccc2)CC1	50.0*	nt
12	COc1cccc(C(=O)N2CCN(Cc3cccc(F)c3)CC2)c1	-3.6	2.2
13	CN1CCN(Cc2nc3c(c(=O)n(C)c(=O)n3C)n2CCc2ccccc2)CC1	-0.8	nt
14	CCOC(=O)CN(C)Cc1c[nH]c2ccccc12	4.7	nt
15	CCCOc1nc2c(c(=O)n(C)c(=O)n2C)n1Cc1cccc2ccccc12	-38.6	-14.2
16	O=C(NC1CCCc2ccccc21)C1CCN(c2c3c(nc4ncnn24)CCC3)CC1 (stereo not given)	16.8	-7.2
17	O=C(Nc1ccc(S(=O)(=O)N2CCCCCC2)cc1)c1ccco1	0.2	-14.2
18	COc1cc(OC)c(C2CC(=O)N3CN(C)CSC3=C2C#N)cc1OC (stereo not given)	76.0*	-10.8
19	CCOC(=O)CC1=C(C(=O)OCC)C2(C(=O)N1CC(=O)OC)C(C#N)=C(N)Oc1ccccc12 (stereo not given)	nt	-14.7
20	CCOC(=O)CC(=O)Nc1nnc(CC(C)C)s1	-13.5	-24.7
21	O/N=C/CCn1c(=S)sc2ccccc21	-20.1	-11.6
22	C=C(C)CSc1ncc(-c2cccc(C(F)(F)F)c2)cn1	nt	9.1
23	CCOc1cc(C(C#N)N2CCOCC2)ccc1OC (stereo not given)	-12.9	2.1
24	O=C(CSc1nnc(-c2ccco2)n1CC1CCCO1)NC1CCCC1 (stereo not given)	-0.7	8.0
25	CCOC(=O)c1cnn(-c2ncnc3c2cnn3Cc2ccccc2)c1N	40.8	3.4

Entries of single compounds as entered above:
Cc1noc(NS(=O)(=O)c2ccc(N/C=C\C(=O)c3ccc4c(c3)OCO4)cc2)c1C across the screens: HIV RNase H inh = nt; RmlCD inh mix = -6.0
COc1ccc(OC)c2[nH]c(=O)c(CCNC(=O)CC(C)C)cc12 across the screens: HIV RNase H inh = -6.5; RmlCD inh mix = 6.5

The results go on:
entry	canonical_smiles	HIV RNase H inh	RmlCD inh mix
26	Cc1c(N=C2Nc3cccc4cccc2c34)c(=O)n(-c2ccccc2)n1C	1.3	-15.2
27	Cc1cccc(OCCn2c(-c3ccco3)nc3ccccc32)c1	nt	10.5
28	CCN1CCN(Cc2ccc(NC(=O)Nc3ccccc3OC)cc2)CC1	-14.0	6.7
29	O=S(=O)(c1cccc(-c2cn3cc(Cl)ccc3n2)c1)N1CCOCC1	1.3	13.4
30	CCN(CC)C(=O)Cn1c(=O)n(-c2ccccc2)c(=O)n1CC(=O)N(CC)CC	-2.7	1.7
31	O=C(NC1=NCCS1)c1nc(-c2ccccc2)n(-c2ccccc2)n1	-4.9	-8.5
32	O=C(NC1CCCCC1)c1ccc(COCC(F)(F)F)o1	nt	-50.7
33	O=C(CN(C1CCCCC1)S(=O)(=O)c1ccccc1)NCc1ccco1	nt	-13.6
34	CC(=O)C1=C(C)Nc2ncnn2C1c1ccccc1OCc1ccccc1 (stereo not given)	-10.1	-7.6
35	COc1ccc2c(c1)CCCN2C(N)=O	-5.8	-12.7
36	COc1ccc(CCC(=O)NC2=NCCS2)cc1OC	-8.5	-8.2
37	COc1ccc(C)cc1NC(=O)CCCN1C(=O)CCC1=O	nt	-5.2
38	COc1ccccc1S(=O)(=O)Cc1ccc(C(=O)NCCN2CCCCCC2)o1	-2.8	-10.9
39	COC(=O)C[C@H]1c2cc(C(F)(F)F)ccc2S(=O)(=O)N1c1ccc(N(C)C)cc1	nt	6.0
40	c1ccc(-n2cnnc2SCc2cn3ccsc3n2)cc1	-17.5	i
41	O=C(NCc1ccc(F)cc1)c1cc(S(=O)(=O)N2CCOCC2)ccc1F	-16.7	7.7
42	NCCCC[C@H]1CNC(=S)N1CCc1cccc(F)c1	nt	-8.4
43	CCOc1ccccc1-c1nc(-c2ccc(NC(=O)Cc3ccc(OC)cc3)cc2)no1	64.4*	-93.6
44	CCCc1cc(-c2n[nH]c(C)c2-c2ccc(C(=O)OCC)o2)c(O)cc1O	-12.6	8.1
45	Cc1ccc2[nH]c(=O)c(CN(CCN3CCOCC3)C(=O)Nc3ccccc3F)cc2c1	-2.5	-9.4
46	CS(=O)(=O)N1CCC(C(=O)NCCC2=CCCCC2)CC1	-0.7	-11.8
47	CC(C)(C)NC(=O)CN(Cc1cccs1)C(=O)C1COc2ccccc2O1 (stereo not given)	nt	-11.5
48	CN(C)Cc1c(C#N)c2ccccc2n1C	-11.0	-2.7
49	Cn1c(=O)c2c(nc(CN3CCN(C(=O)c4ccco4)CC3)n2Cc2cccc(Cl)c2)n(C)c1=O	4.8	-8.1
50	COc1ccc(Cl)cc1NC(=S)NCc1ccco1	nt	-13.9

As entered above:
RmlCD inh mix with entry 28 : 6.7
HIV RNase H inh with entry 46 : -0.7
HIV RNase H inh with entry 31 : -4.9

Next compounds follow.
entry	canonical_smiles	HIV RNase H inh	RmlCD inh mix
51	CC(=O)Nc1c(OC(C)=O)ccc2c(C)cc(=O)oc12	-16.4	+
52	Cc1nc2scc(-c3cccs3)c2c(=O)n1CC(=O)O	nt	-8.8
53	CN(C)c1ccc(/C=c2\sc3n(c2=O)CCCN=3)cc1	-1.0	-7.6
54	O=C(NCc1ccco1)c1ccccc1Nc1ccc(F)cc1	-19.2	-9.6
55	COc1ccc(CN2CCCCC2C)cc1OC (stereo not given)	nt	3.5
56	Cc1c(C=O)c2ccccn2c1C(=O)c1ccncc1	nt	11.9
57	CC(C)(C)CC(=O)NC(=S)NCCc1ccccc1	nt	9.2
58	CCOc1ccc(NC(=O)CSc2nnc(CCNC(=O)c3ccc(OC)cc3)n2C)cc1	nt	7.2
59	COc1ccc(C(=O)Nc2ccc(Cl)cc2C(=O)N2CCCC(C)C2)cc1 (stereo not given)	nt	7.3
60	Cc1cccc(NCN2C(=O)C3C4C=CC(C4)C3C2=O)c1 (stereo not given)	nt	-13.6
61	CCOc1ccccc1-c1nc(-c2ccc(NC(=O)Cc3ccccc3OC)cc2)no1	2.3	5.1
62	CCN(c1ccc(NC(=O)COC(=O)c2cccs2)cc1)C(C)C	nt	-14.3
63	Cc1cc(O)c(CN2CCN(c3ccccc3)CC2)cc1C	nt	-25.8
64	Cc1ccc2cccc(S(=O)(=O)Nc3c(C)n(C)n(-c4ccccc4)c3=O)c2n1	8.9	-1.6
65	Cc1cccc(-c2oc(C)c(C)[n+]2[O-])c1	nt	-9.4
66	CCOc1ccccc1NC(=O)C1CCCN(S(=O)(=O)c2cccc3nsnc23)C1 (stereo not given)	-19.3	-17.9
67	Cc1nc2cc(CO)ccc2s1	-2.1	-2.2
68	Cc1ccc(C)c(-c2nnc(OCC(=O)Nc3cc(C)on3)c3ccccc23)c1	-8.9	-10.1
69	Cc1nnsc1NC(=O)OCc1ccc(C(C)(C)C)cc1	nt	1.1
70	Cc1[nH]nc(N=CC2=C(O)CC(c3ccco3)CC2=O)c1-c1ccc(Cl)cc1 (stereo not given)	nt	11.0
71	CCC(=O)N1CCc2cc(Br)cc(S(=O)(=O)CCC(=O)NCC3CCCO3)c21 (stereo not given)	-1.0	nt
72	CN(C(=O)CSc1ccccc1C(=O)O)C1CCCCC1	nt	-4.3
73	COCCCNC(=O)CCc1nc2cccnc2n1Cc1ccc(OC)cc1	-4.5	13.7
74	CC1CC(N(C(=O)c2ccco2)c2ccccc2)c2ccccc2N1C(=O)c1ccco1 (stereo not given)	nt	-7.1
75	COc1ccc(CNC(=O)CCNS(=O)(=O)c2ccc(C)cc2)cc1	nt	-14.8
76	Cc1ccc(OC(=O)c2ccc3snnc3c2)cc1	nt	-2.0
77	CC1Cc2ccccc2N1C(=O)CSc1nnc(-c2ccc(S(=O)(=O)N3CCCC3)cc2)o1 (stereo not given)	1.1	2.3
78	Cc1ccc(C(=O)O)cc1NC(=S)NC(=O)Cc1ccccc1	nt	7.1
79	O=S(=O)(NCc1cn2ccccc2n1)c1cc(F)ccc1F	-27.0	7.9
80	O=c1c2ccccc2nc(-c2ccco2)n1-c1ccccn1	-10.0	-8.5
81	Cc1ccc(N2C(N)=C(C#N)C(c3ccsc3)C3=C2CC(C)(C)CC3=O)cc1 (stereo not given)	nt	-9.3
82	COC(=O)c1c(-c2cccs2)csc1NC(=O)CN1CCOCC1	-3.2	-5.6
83	O=C(Nc1nnc(CCc2ccccc2)s1)c1ccco1	-13.4	-19.1
84	CN1CCN(CCCCC(=O)c2ccccc2)CC1	-0.9	8.5
85	Cc1cc(OCC(=O)N2CCOCC2)ccc1NC(=O)C1CCCCC1	-2.2	4.4
86	CCc1c(C)nc2cc(-c3ccc(OC)cc3)[nH]n2c1=O	-7.5	10.4
87	Cc1nc(C)c(-c2csc(NCc3ccccc3)n2)s1	-36.4	-0.3
88	C=CCn1c(SCC(=O)Nc2cc(C)ccc2C)nnc1-c1cnccn1	-11.9	-7.1
89	COc1ccc(C(=O)NCCn2ccc3ccccc32)c(OC)c1	-5.8	-9.3
90	CCCC1Cc2c(sc3ncnc(N)c23)CO1 (stereo not given)	-1.2	3.9
91	CCOC(=O)c1ccc(NS(=O)(=O)c2cc(-c3nnnn3CC)ccc2OC)cc1	-3.3	10.4
92	COc1ccc(C2C(C(=O)NCc3ccco3)CCC(=O)N2c2ccc(OC)cc2)cc1 (stereo not given)	-15.5	?
93	COc1ccc(O)c(C=Nc2cc(C)on2)c1	-8.4	-6.9
94	Cc1ccc(NC(=O)N/C=C/c2ccccc2)cc1	nt	-8.1
95	CC(C)c1ccc(NC(=O)C(c2ccccc2)N2CCC3(CC2)OCCO3)cc1 (stereo not given)	nt	-1.1
96	CC(C)(C)n1c(O)c(C=Nc2ccc3c(c2)CCC3)c(=O)[nH]c1=O	3.0	0.2
97	Cc1ccc(C(=O)Oc2csc(=S)n2C(=O)c2ccc(C)cc2)cc1	nt	3.2
98	Cc1c(NC(=O)CSc2nc3ccc(Cl)cc3[nH]2)c(=O)n(-c2ccccc2)n1C	nt	-10.5
99	Oc1ccc(/C=C/c2nc(-c3ccccc3O)n(-c3ccccc3)n2)cc1	nt	-27.1
100	CC(C)(C)C(=O)/C(=C\c1ccc([N+](=O)[O-])cc1)n1cncn1	nt	5.9

Further records follow.
entry	canonical_smiles	HIV RNase H inh	RmlCD inh mix
101	COC(=O)c1ccccc1NC(=O)NC1CCN(Cc2ccccc2)CC1	-19.1	5.8
102	COc1ccc(N(CC(O)CN2C(=O)NC(C)(C)C2=O)S(=O)(=O)c2ccccc2)cc1 (stereo not given)	nt	-11.6
103	C=CCN(c1ccccc1)S(=O)(=O)c1cccc(C(=O)O)c1	nt	5.4
104	O=C(Cn1nnc2ccccc2c1=O)NC1CCCc2ccccc21 (stereo not given)	5.3	2.0
105	O=C(COC(=O)C1CC1)Nc1ccc(OC(F)F)cc1	nt	-13.6
106	COCC(C)n1c(C)cc(C(=O)CSc2nnc(Nc3ccccc3F)s2)c1C (stereo not given)	nt	-10.5
107	Cn1cccc1C(=O)NS(=O)(=O)c1ccccc1Cl	-12.4	11.1
108	Oc1ccc(-c2nc3ncccn3c2Nc2ccc3c(c2)OCCO3)cc1	0.4	-7.3
109	COC(=O)[C@@]1(Cc2ccc(OC)cc2)[C@H]2c3cc(C(=O)N(C)C)n(Cc4ccc(OC(F)(F)F)cc4)c3C[C@H]2CN1C(=O)c1ccccc1	nt	-10.0
110	CN(c1ccc(C(=O)NCc2ccncc2)cc1)S(C)(=O)=O	-24.0	9.5
111	COc1ccc(NC(=O)c2ccccc2NC(=O)COc2ccccc2)cc1	nt	-1.1
112	COc1ccc(NC(=O)c2ccccc2NC(=O)CSc2ccc(Cl)cc2)cc1	nt	-10.3
113	NC(=O)OCCCc1ccccc1	nt	-14.1
114	O=C(NCC(c1cccs1)N1CCOCC1)c1ccco1 (stereo not given)	nt	-5.0
115	Cc1cccc(N(Cc2nnc3n2CCCCC3)C(=O)Nc2ccccc2)c1	-7.0	-9.5
116	COc1ccc(S(=O)(=O)N(CC(C)C)CC(C)C)c2cccnc12	nt	11.6

6 compounds from above, ordered by number of heavy atoms, ascending:
entry	canonical_smiles	HIV RNase H inh	RmlCD inh mix
107	Cn1cccc1C(=O)NS(=O)(=O)c1ccccc1Cl	-12.4	11.1
116	COc1ccc(S(=O)(=O)N(CC(C)C)CC(C)C)c2cccnc12	nt	11.6
104	O=C(Cn1nnc2ccccc2c1=O)NC1CCCc2ccccc21 (stereo not given)	5.3	2.0
101	COC(=O)c1ccccc1NC(=O)NC1CCN(Cc2ccccc2)CC1	-19.1	5.8
115	Cc1cccc(N(Cc2nnc3n2CCCCC3)C(=O)Nc2ccccc2)c1	-7.0	-9.5
109	COC(=O)[C@@]1(Cc2ccc(OC)cc2)[C@H]2c3cc(C(=O)N(C)C)n(Cc4ccc(OC(F)(F)F)cc4)c3C[C@H]2CN1C(=O)c1ccccc1	nt	-10.0
